14-3-3g Raf: 14-3-3 gamma protein interaction modulation; P61981; FP, 14-3-3gamma / TMR-pS259-Raf peptide binding; inhibition, % at 40 µM; 160,000 compounds, 0.19% hits; in the data active = inhibition above about 30%;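 also: 0% = protein plus tracer without compound and 100% = blank with tracer alone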
Target sequence (P61981 whole entry, looked up): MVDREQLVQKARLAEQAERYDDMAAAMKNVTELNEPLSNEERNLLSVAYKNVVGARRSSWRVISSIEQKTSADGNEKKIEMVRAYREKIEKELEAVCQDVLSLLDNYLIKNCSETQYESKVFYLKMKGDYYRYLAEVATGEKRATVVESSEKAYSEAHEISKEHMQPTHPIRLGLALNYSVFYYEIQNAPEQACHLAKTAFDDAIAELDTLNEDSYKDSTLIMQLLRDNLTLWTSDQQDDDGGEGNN
Active calls of the source: *; & = joins results of further samples. These rows are one share of the data; count on the stated rates, not on these rows.

14-3-3g Raf,smiles
-8.4,NC1=NC(=O)C(CC(=O)NCCCC(=O)O)S1 (stereo not drawn)
1.7,O=C(c1cc2cc(Br)ccc2oc1=O)N1CCSC1c1ccc(Br)cc1 (stereo not drawn)
0.4,CCn1c(COc2ccccc2C)nc2ccccc21
-0.3,CCCCCCCCCCCCCCCCCCNC(=O)OCC(COP(=O)([O-])OCC[n+]1ccsc1)OC (stereo not drawn)
-16.2,COC(=O)c1cc(NC(=O)c2ccc(N3CC4CC(C3)c3cccc(=O)n3C4)c(N)c2)cc(C(=O)OC)c1 (stereo not drawn)
-3.0,CCOc1ccc(S(=O)(=O)Nc2cccc([N+](=O)[O-])c2)c2cccnc12
-1.5,O=C(CSc1ccccc1)N1CCN(c2ccc(F)cc2)CC1
-5.5,Cc1cc(C(F)(F)F)n2nc(-c3ccccc3)c(-c3ccccc3)c2n1
8.1,CC1CC(C)CN(c2nc3c(c(=O)n(C)c(=O)n3C)n2C)C1 (stereo not drawn)
0.7,CC(=O)N1c2ccc(C)cc2C2=NNC(=S)NC21O (stereo not drawn)

Next part:
14-3-3g Raf,smiles
-1.0,O=S(=O)(c1ccccc1)N1CCN(Cc2cccc(Cl)c2)CC1
-11.1,CC(=O)Nc1c2c(nn1-c1cccc(Cl)c1)CSC2
-10.3,O=C(CSc1nnc(-c2ccccn2)n1Cc1ccccc1)Nc1ccc2c(c1)OCO2
-0.3,O=C(Nc1ccccc1C(=O)N1CCN(c2ccccc2)CC1)c1ccco1
-2.8,O=C(CN(c1ccc2c(c1)OCCO2)S(=O)(=O)c1ccccc1)Nc1ccc2c(c1)OCO2
3.0,Cc1c(C(c2cccc(Br)c2)c2c(C)n(C)n(-c3ccccc3)c2=O)c(=O)n(-c2ccccc2)n1C
-8.2,CCn1c(SCC(=O)Nc2ccc3c(c2)OCO3)nc2c1c(=O)n(C)c(=O)n2C
-8.0,CC1CCN(c2oc(-c3ccccc3)nc2C#N)CC1
14.7,Cc1ccc(-n2ncc3c(=O)[nH]c(SCC(=O)N4CCCCC4)nc32)cc1C
9.3,CCC1C(=O)N=C(SCC(=O)NCc2ccccc2)NC1=O (stereo not drawn)

The results go on.
14-3-3g Raf,smiles
-68.9,C=CCSc1nnc2c(n1)OC(C=Cc1ccco1)Nc1ccc(Br)cc1-2 (stereo not drawn)
-4.6,CCCC(=O)Oc1c(Sc2ccc(C)cc2)c(C)nn1-c1ccccc1
-36.8,Cc1[nH]nc2c1C(c1cccnc1)N(c1ccc(Br)cc1)C2=O (stereo not drawn)
-9.2,O=C(O)c1cccc(Nc2nc(-c3ccc(Cl)cc3)nc3ccccc23)c1
4.7,Nc1nc(SCc2ccccc2)[nH]c(=O)c1-c1ccccc1
1.6,CCN(CC)CCNC(=O)CCN1C(=O)COc2ccc(C)cc21
3.6,O=S(=O)(Nc1ccccc1)c1ccccc1
-8.0,O=C(Nc1ccc(NC(=O)c2ccc(-c3cccc([N+](=O)[O-])c3)o2)cc1)c1ccco1
-4.4,COc1ccccc1OCC(O)Cn1c(=N)n(Cc2ccccc2)c2ccccc21 (stereo not drawn)
-3.9,CCOc1ccc(NC(=O)CSc2nc3nc(C)c(Cc4cc(C)ccc4C)c(C)n3n2)cc1

Other compounds
14-3-3g Raf,smiles
-0.8,O=c1cc(N2CCN(c3ccccc3F)CC2)[nH]c(=O)n1-c1ccc(Br)cc1
-8.3,CC(=O)c1ccc(N=Cc2ccc(C=Nc3ccc(C(C)=O)cc3)cc2)cc1
-7.0,CCCSc1nc(-c2ccccc2)cc(-c2ccccc2OC)c1C#N
-1.1,CCSc1nnc(N2C(=O)c3ccc(C(=O)c4ccc(C(=O)O)cc4)cc3C2=O)s1
-6.6&1.2,CC1CCN(S(=O)(=O)c2ccc3[nH]c(=O)c(=O)[nH]c3c2)CC1
-5.3,Cc1cccc(N2C(=O)c3ccc(C(=O)OC(C)C)cc3C2=O)c1
-6.0,CC(=O)C1=NN(c2ccccc2)C(c2c[nH]c3ccccc23)N1c1ccc(F)cc1 (stereo not drawn)
-3.6,O=C(NC1CCCC1)c1ccc(Cn2c(=O)c3ccccc3n(Cc3ccccc3F)c2=O)cc1
-7.4,CC1=CC(c2ccccc2)n2c(nc3ccccc32)N1 (stereo not drawn)
-3.8,O=C(c1cccnc1)N1CCN(S(=O)(=O)c2ccc(S(=O)(=O)N3CCCC3)cc2)CC1

(listing goes on)
14-3-3g Raf,smiles
1.4,CCOc1ccc(C2NC(=O)NC(C)=C2C(=O)OCCc2ccccc2)cc1OC (stereo not drawn)
-3.7,COc1ccc(Cl)cc1S(=O)(=O)N1CCN(c2ccc(F)cc2)CC1
-2.5,O=C(CSc1ccc2ccccc2n1)Nc1ccc2c(c1)OCCO2
-6.8,O=C1CC(=O)N(Cc2ccco2)C(=O)N1
-0.1,Cc1ccccc1NC(=O)c1c(NC(=O)c2cccs2)sc2c1CCC(C)C2 (stereo not drawn)
-5.5,CCOc1ccc(NC(=O)c2cc(S(=O)(=O)NCc3ccccc3)ccc2F)cc1
3.2,O=C(NCc1cccs1)C1CC(=O)N(c2ccc(F)cc2)C1 (stereo not drawn)
-27.8,COc1ccccc1/C=c1\sc2nc(-c3cccs3)nn2c1=O
-2.7,COc1ccc(N2CCN(C(=O)c3ccc(OCC4CCCO4)cc3)CC2)cc1 (stereo not drawn)
0.9,Cc1cccc(C)c1OCC(=O)Nn1c(C)nc2ccccc2c1=O

(further entries)
14-3-3g Raf,smiles
-9.5,N=c1n(CCO)c2ccccc2n1Cc1ccccc1F
1.3,Cc1nn(Cc2ccccc2)c(C)c1NC(=O)c1cc(-c2ccc3c(c2)OCO3)on1
-8.0,CC(=O)c1ccc(Oc2c(F)c(F)nc(F)c2F)cc1
-382.3,CCc1ccc(C2CC(c3ccc(OC)c(OC)c3)=NN2S(C)(=O)=O)cc1 (stereo not drawn)
-9.1,Cc1cc(C)n2nc(SC3CCCCN(C(=O)c4ccc(F)cc4)C3=O)nc2n1 (stereo not drawn)
6.2,COc1cc(OC)c(S(=O)(=O)N2CCOCC2)cc1S(=O)(=O)N1CCOCC1
-1.6,C=C(C)Cn1c(SCC)nc2ccccc2c1=O
-17.9,C=CCNC(=O)c1sc(=S)n(-c2ccc(OCC)cc2)c1N
0.8,CC(C)CCNC(=O)C1CCCN(S(=O)(=O)c2ccc(F)cc2)C1 (stereo not drawn)
2.5,Cc1ccc2c(c1)C(S(=O)(=O)c1ccccc1)c1ccccc1O2 (stereo not drawn)

More structures follow:
14-3-3g Raf,smiles
-13.9,CC(C)C1Nc2c(C(=O)c3ccccc3)cc(Cl)cc2C2C=CCC21 (stereo not drawn)
-10.5,COc1ccc(Nc2ncnc3sc(C)c(S(=O)(=O)N4CCOCC4)c23)cc1Cl
-0.5,Cc1nc(SCC(=O)NC(C)(C)C)c(C#N)c(C)c1C
-2.5,COC(=O)CC1C(=O)NCCN1C(=O)c1ccccc1 (stereo not drawn)
-4.2,CCCCn1c(SCC(=O)NCC2CCCO2)nc2ccc(N3CCOCC3)cc2c1=O (stereo not drawn)
-55.8,CC(C)C(C(=O)Nc1nc(-c2ccc(Br)cc2)cs1)N1C(=O)c2ccccc2C1=O (stereo not drawn)
-3.8&-8.2,COc1ccc(N2CCN(Cc3nc4ccccc4c(=O)[nH]3)CC2)cc1
1.0,CCCN(CCC)C(=O)c1cc2c(=O)n3ccccc3nc2s1
-7.0,CCC(C)(C)C1CCC(=O)C(C2(O)C(=O)Nc3ccccc32)C1 (stereo not drawn)
1.8,COc1ccc(C2/C(=C(\O)c3ccc4c(c3)OCCO4)C(=O)C(=O)N2CCCN(C)C)cc1 (stereo not drawn)

The listing continues:
14-3-3g Raf,smiles
3.9,Cc1ccc(-c2nc(C#N)c(NCc3ccccc3)o2)cc1
-9.1,COC(=O)Cn1c(CN2CC(C)CC(C)C2)nc2c1c(=O)n(C)c(=O)n2C (stereo not drawn)
1.2,CC(=O)C1C(=O)N(S(=O)(=O)c2ccc(Cl)cc2)CC1c1ccccc1 (stereo not drawn)
-2.9,O=C1c2ccccc2C(=O)N1CCCc1nc2ccccc2c(=O)n1Cc1ccccc1
8.2,COc1ccc(CN2C(=O)CN(C3CCCCCC3)C(=O)C2c2ccc(OC)cc2)cc1 (stereo not drawn)
-87.6,Cc1nn(C(=O)CNS(=O)(=O)c2ccccc2)c(C)c1Sc1ccc(Cl)cc1
-6.2,O=C(CSc1nc2ccc(N3C(=O)c4ccccc4C3=O)cc2s1)NC1CCCCC1
0.6,Fc1ccc(C2=NN3C(C2)c2ccccc2OC3c2ccccc2)cc1 (stereo not drawn)
-10.1,CC1=C(C(=O)OCc2ccccc2)C(c2ccccc2Br)C2=C(CCCC2=O)N1 (stereo not drawn)
-9.6,c1ccc(-c2nc(NCCCN3CCOCC3)c3ccccc3n2)cc1

Next compounds follow:
14-3-3g Raf,smiles
2.0,Cc1cc(C)c(S(=O)(=O)NCC2CCC(C(=O)NCc3ccccc3Cl)CC2)c(C)c1 (stereo not drawn)
-5.3,CCOc1ccc(N(Cc2cc3cc(OC)ccc3[nH]c2=O)C(=O)C2CCCO2)cc1 (stereo not drawn)
-0.7,COc1ccc(S(=O)(=O)N2CCCCC2)cc1C(C)C
-49.0,COc1cc(NS(C)(=O)=O)c(OC)cc1NC(=O)c1ccccc1
2.3,COc1ccc(NC(=O)C2=C(C)NC3=C(C(=O)CC(c4ccc(OC)c(OC)c4)C3)C2c2ccccc2)cc1 (stereo not drawn)
-1.6,COc1ccc(N(CC(=O)NCCSC(C)(C)C)S(C)(=O)=O)c(OC)c1
-2.7,CCOC(=O)N1CCN(C(=O)COc2ccc(Br)cc2Cl)CC1
-23.1,O=C(NCc1ccccc1)c1nn2c(C(F)(F)F)cc(-c3ccc(Br)o3)nc2c1Br
-9.4,O=c1[nH]ncc2c3ccccc3n(Cc3ccccc3)c12
-0.1,C=CCc1c(C)nn(CC(=O)O)c1-c1ccccc1

(further entries)
14-3-3g Raf,smiles
-2.7,CCc1nnc(NC(=O)CCN2C(=O)CCC2=O)s1
4.4,COCCNC(=O)CCn1nc(-c2ccc(Cl)cc2)c2ccccc2c1=O
-7.1,CCOC(=O)c1c(NC(=O)c2ccc(Br)cc2)sc(C(=O)Nc2cccc(Cl)c2)c1C
-0.2,O=C(c1ccccc1F)N1CCN(Cc2cccc(Cl)c2)CC1
-19.0,CSc1ccc(-c2nc3ccc(Cl)cn3c2Nc2ccc3c(c2)OCO3)cc1
1.2,C=CCN1C(=O)CSc2ccc(C(=O)NCCN(C)Cc3ccccc3)cc21
-1.6,CCOC(=O)c1sc(NC(=O)c2ccc(S(=O)(=O)N3CC4(C)CC3CC(C)(C)C4)cc2)c(C)c1C (stereo not drawn)
3.8,CC(C)CNC(=O)c1ccccc1NC(=O)c1ccc(CN2CCOCC2)cc1
2.6,CCOc1cc(C2C(C(=O)OC)=C(C)N=C3SCCC(=O)N32)ccc1OC(C)=O (stereo not drawn)
-9.8,CCOC(=O)c1sc(NC(=O)c2ccco2)nc1-c1ccccc1

Next records:
14-3-3g Raf,smiles
4.7,COc1cccc(CNC(=O)C2CCCN(S(=O)(=O)c3cnc[nH]3)C2)c1 (stereo not drawn)
-4.0,CCOC(=O)N1CCC(NC(=O)c2cc(S(=O)(=O)N3CCC4(CC3)OCCO4)ccc2F)CC1
-1.7,Cc1cc(OCC(=O)N2CCN(c3ccc([N+](=O)[O-])cc3)CC2)cc(C)c1Cl
-5.9,CCOC(=O)c1oc2cc(O)c(CC)cc2c(=O)c1-c1ccc2c(c1)OCCO2
-7.9,O=C(Nc1ccon1)c1sc2cc(F)ccc2c1Cl
1.0,Cc1[nH]c(=O)c(C(=O)O)c(C)c1[N+](=O)[O-]
-4.4,COc1ccc(NC(=O)CN2CCN(c3ccccc3OC)CC2)cc1Cl
-0.7,O=C(Nc1ccc2c(c1)OCCO2)c1ccccc1Cl
-8.0,Cc1cc(Cl)ccc1N1C(=O)CC(SCCC(=O)O)C1=O (stereo not drawn)
5.5,CCOc1ccc(S(=O)(=O)NC(C)C)c2cccnc12

(next part)
14-3-3g Raf,smiles
0.6,O=C(CCn1cccc1)Nc1cc(F)ccc1F
-11.0,CC(C)OC(=O)C(C#N)c1nc2ccccc2nc1N1CCN(Cc2ccccc2)CC1 (stereo not drawn)
-2.4,CC(=O)Nc1cc(C(=O)N2CCN(c3ccccc3F)CC2)ccc1Sc1ccc(C)cc1
-15.9,CCc1nccn1S(=O)(=O)c1ccc2ccccc2c1
-3.2,CC(=O)Nc1ccc(N2C(=O)c3ccc4c5c(ccc(c35)C2=O)C(=O)N(c2ccc(NC(C)=O)cc2)C4=O)cc1
-4.5,COc1ccc(COC(=O)C2=C(C)NC3=C(C(=O)CCC3)C2c2ccccc2C(F)(F)F)cc1 (stereo not drawn)
-7.0,O=C(CSc1nnc(Nc2ccccc2)n1-c1ccccc1)c1ccc(F)cc1
11.6,COc1ccc(C(=O)Oc2ccc(C=Nc3ccc(C)cc3)cc2[N+](=O)[O-])cc1
1.6,C=CCn1cc(C(=O)N2CCc3ccccc3C2)c(=O)c2cc(S(=O)(=O)N(CC)CC)ccc21
1.9,Cc1onc(-c2ccccc2)c1C(=O)NC(CC(=O)O)c1ccc(OC(C)C)cc1 (stereo not drawn)

Screening results as filed in PubChem BioAssay.
